Bioassay records as filed in PubChem.
Growth percent in the NCI-60 one-dose screen (48 h, 10 µM unless noted): 100 = growth as untreated, 0 = no growth, -100 = all killed.
NCI-H23 – NCI-H23 lung cancer; actives 4% (n = 80,000)
NCI/ADR-RES – NCI/ADR-RES ovarian cells; AID 1794790; actives 4.4% (n = 81,000)
NCI-H322M – NCI-H322M lung cancer; actives 2.7% (n = 80,000); AID 1794733
HCT-15 – HCT-15 colon cancer | actives 5.2% (n = 82,000)
NCI-H522 – NCI-H522 lung cancer. actives 8% (n = 78,000)
NCI-H460 – NCI-H460 lung cancer; actives 6.8% (n = 82,000)
HCT-116 – HCT-116 colon cancer. actives 7.3% (n = 82,000). AID 1794798
COLO 205 – COLO 205 colon cancer. actives 7.3% (n = 79,000)
NCI-H226 – NCI-H226 lung cancer; actives 3.5% (n = 79,000)
Numbers without * were called inactive; & = joins results of further samples. How the source made its calls: active means growth percent below 10; inactive means the rest.

Start of the data: the first 3 records, to show the layout:
How did CC(C)=C[C@H](O)[C@@H](O)[C@@H](CO)[C@H]1CC[C@@]2(C)[C@@H]3CC[C@H]4C(C)(C)[C@@H](O)CC[C@@]45C[C@@]35CC[C@]12C do in these assays?
NCI-H23: 87.1; NCI/ADR-RES: 97.8; NCI-H322M: 94.7; HCT-15: 89.3; NCI-H522: 95.7; NCI-H460: 105.3; HCT-116: 97.0; COLO 205: 113.6; NCI-H226: 87.6

Results for Cc1nc(-c2ccccc2)cc2c(O)c(C(=O)N/N=C/Cc3ccccc3)[nH]c(=O)c12 ?
NCI-H23: 100.3; NCI/ADR-RES: 109.0; NCI-H322M: 106.7; HCT-15: 105.8; NCI-H522: 91.1; NCI-H460: 102.3; HCT-116: 101.2; COLO 205: 111.4

How did CC(=O)c1sc(Nc2nc(O)c(C3=c4cc(OC(F)(F)F)ccc4=NC3=O)s2)nc1C do in these assays?
NCI-H23: 98.8; NCI/ADR-RES: 97.8; NCI-H322M: 101.4; HCT-15: 98.3; NCI-H522: 88.0; NCI-H460: 105.8; HCT-116: 100.4; COLO 205: 104.3; NCI-H226: 94.9

Main list (from the top)
How did CC(C)=C[C@H](O)[C@@H](O)[C@@H](CO)[C@H]1CC[C@@]2(C)[C@@H]3CC[C@H]4C(C)(C)[C@@H](O)CC[C@@]45C[C@@]35CC[C@]12C do in these assays?
NCI-H23: 87.1; NCI/ADR-RES: 97.8; NCI-H322M: 94.7; HCT-15: 89.3; NCI-H522: 95.7; NCI-H460: 105.3; HCT-116: 97.0; COLO 205: 113.6; NCI-H226: 87.6

Results for Cc1nc(-c2ccccc2)cc2c(O)c(C(=O)N/N=C/Cc3ccccc3)[nH]c(=O)c12 ?
NCI-H23: 100.3; NCI/ADR-RES: 109.0; NCI-H322M: 106.7; HCT-15: 105.8; NCI-H522: 91.1; NCI-H460: 102.3; HCT-116: 101.2; COLO 205: 111.4

How did CC(=O)c1sc(Nc2nc(O)c(C3=c4cc(OC(F)(F)F)ccc4=NC3=O)s2)nc1C do in these assays?
NCI-H23: 98.8; NCI/ADR-RES: 97.8; NCI-H322M: 101.4; HCT-15: 98.3; NCI-H522: 88.0; NCI-H460: 105.8; HCT-116: 100.4; COLO 205: 104.3; NCI-H226: 94.9

Results for COc1cc(C2C(C#N)=C(N)N(c3ccc(F)cc3F)C3=C2C(=O)CC(C)(C)C3)cc(Br)c1O (stereo not given) ?
NCI-H23: 94.3; NCI/ADR-RES: 101.6; NCI-H322M: 102.9; HCT-15: 98.7; NCI-H522: 70.6; NCI-H460: 105.8; HCT-116: 90.4; COLO 205: 108.9; NCI-H226: 87.5

How did Cc1ccccc1N1C(=O)C=CC1=O do in these assays?
NCI-H23: 104.5&111.2; NCI/ADR-RES: 108.4&107.2; NCI-H322M: 104.4&106.8; HCT-15: 104.7&93.2; NCI-H522: 98.0&86.8; NCI-H460: 104.7&111.3; HCT-116: 107.3&110.4; COLO 205: 120.3&27.8; NCI-H226: 102.3&110.6

What do the screens show for `Cc1cc(C)c(N2C(=O)CC(Nc3ccccc3F)C2=O)c(C)c1` (stereo not given)?
NCI-H23: 98.2; NCI/ADR-RES: 99.4; NCI-H322M: 96.8; HCT-15: 101.7; NCI-H522: 90.8; NCI-H460: 103.8; HCT-116: 104.5; COLO 205: 111.2; NCI-H226: 100.8

Results for CCCCCCC(C)Br (stereo not given) ?
NCI-H23: 100.2; NCI/ADR-RES: 105.7; NCI-H322M: 103.2; HCT-15: 107.8; NCI-H522: 107.0; NCI-H460: 105.7; HCT-116: 95.9; COLO 205: 106.5; NCI-H226: 91.8

How did NC(=O)c1c(NC(=S)Nc2ccc(OC(F)(F)F)cc2)sc2c1CCC1(C2)OCCO1 do in these assays?
NCI-H23: 94.7; NCI/ADR-RES: 98.9; NCI-H322M: 89.2; HCT-15: 97.5; NCI-H522: 83.0; NCI-H460: 99.1; HCT-116: 98.2; COLO 205: 108.5; NCI-H226: 92.9

What do the screens show for `Cc1ccc2nc(NC(=O)CSC(=S)N3CCN(Cc4ccccc4)CC3)sc2c1`?
NCI-H23: 1.1*; NCI/ADR-RES: 22.6; NCI-H322M: -71.8*; HCT-15: -37.0*; NCI-H460: -70.9*; HCT-116: -54.9*; COLO 205: -63.3*

Results for CS(=O)(=O)Nc1ccc(C(=O)NC(C(=O)NO)c2ccc(-c3cc(F)cc(F)c3)cc2)cc1 (stereo not given) ?
NCI-H23: 102.5; NCI/ADR-RES: 95.9; NCI-H322M: 96.0; HCT-15: 102.4; NCI-H522: 96.1; NCI-H460: 102.4; HCT-116: 98.3; COLO 205: 109.4

Results for CCCCCCN(C)Cc1ccc(OCCOc2ccc(CN(C)CCCCCC)cc2)cc1 ?
NCI-H23: 11.0; NCI/ADR-RES: 2.0*; NCI-H322M: 3.2*; HCT-15: 5.6*; NCI-H522: 35.3; NCI-H460: -77.5*; HCT-116: -96.1*; COLO 205: -67.4*; NCI-H226: 50.0

Results for O=C1C=CC(=O)N1C(=O)NCNC(=O)N1C(=O)C=CC1=O ?
NCI-H23: 111.1; NCI/ADR-RES: 106.8; NCI-H322M: 116.9; HCT-15: 102.3; NCI-H522: 99.1; NCI-H460: 108.5; HCT-116: 99.5; COLO 205: 113.7; NCI-H226: 105.5

Results for O=C(NCCc1ccccc1)c1ccccc1 ?
NCI-H23: 95.0; NCI/ADR-RES: 107.0; NCI-H322M: 109.5; HCT-15: 111.9; NCI-H522: 100.6; NCI-H460: 110.5; HCT-116: 104.9; COLO 205: 113.4; NCI-H226: 108.9

Results for CCOC(=O)/C(=C\c1ccccc1)C(=O)c1ccccc1 ?
NCI-H23: 92.1; NCI/ADR-RES: 82.0; NCI-H322M: 92.0; HCT-15: 73.9; NCI-H522: 78.2; NCI-H460: 96.2; HCT-116: 64.7; COLO 205: 100.9; NCI-H226: 93.0

What do the screens show for `Clc1ccccc1Nc1ccc2nnc(-c3ccncc3)n2n1`?
NCI-H23: 101.3; NCI/ADR-RES: 105.1; NCI-H322M: 102.1; HCT-15: 91.8; NCI-H522: -55.8*; NCI-H460: 109.0; HCT-116: 101.0; COLO 205: 106.1

How did COC(=O)c1ccc(Nc2cc(C(C)(C)C)[nH]n2)c(N)c1 do in these assays?
NCI-H23: 95.9; NCI/ADR-RES: 101.8; NCI-H322M: 104.7; HCT-15: 143.7; NCI-H460: 105.5; HCT-116: 99.7; COLO 205: 112.3; NCI-H226: 118.0

How did Cc1nc2ccccc2c(=O)n1-c1cccc(OCc2cn(-c3ccc(F)c(Cl)c3)nn2)c1 do in these assays?
NCI-H23: 102.5; NCI/ADR-RES: 96.1; NCI-H322M: 111.1; HCT-15: 104.6; NCI-H522: 80.0; HCT-116: 99.1; COLO 205: 108.6; NCI-H226: 98.3

Results for COc1ccc(C(=O)C(O)c2ccccc2)cc1 (stereo not given) ?
NCI-H23: 96.0; NCI/ADR-RES: 98.3; NCI-H322M: 102.3; HCT-15: 93.2; NCI-H522: 101.7; NCI-H460: 96.9; HCT-116: 102.3; COLO 205: 103.1; NCI-H226: 92.9

Results for O=C(CSc1nc2ccccc2[nH]1)Nc1ccc(-c2nc3ccccc3s2)cc1 ?
NCI-H23: 50.6; NCI/ADR-RES: 70.8; NCI-H322M: 85.6; HCT-15: 83.0; NCI-H522: 67.7; NCI-H460: 62.2; HCT-116: 45.9; COLO 205: 108.2; NCI-H226: 78.3

What do the screens show for `CC(=O)O[C@H]1CC[C@@]2(C)[C@@H](CC[C@@H]3[C@@H]2C(=O)C[C@]2(C)C(C(C)=O)=CC[C@@H]32)C1`?
NCI-H23: 101.0; NCI/ADR-RES: 95.2; NCI-H322M: 96.8; HCT-15: 74.4; NCI-H460: 105.0; HCT-116: 72.6; COLO 205: 99.1; NCI-H226: 106.5

How did O=C(c1cccc(F)c1)n1ccc2cc(NC(=S)NCCCl)ccc21 do in these assays?
NCI-H23: 92.3; NCI/ADR-RES: 98.9; NCI-H322M: 104.1; HCT-15: 88.2; NCI-H522: 83.5; NCI-H460: 108.6; HCT-116: 99.8; COLO 205: 105.5; NCI-H226: 97.6

What do the screens show for `Cc1ccc(-c2cc3nc(-c4ccc(C)cc4)nc(C(Cl)Cl)n3n2)cc1`?
NCI-H23: 98.7; NCI/ADR-RES: 94.6; NCI-H322M: 95.3; HCT-15: 77.0; NCI-H522: 97.6; NCI-H460: 97.7; HCT-116: 86.1; COLO 205: 96.2; NCI-H226: 101.8

How did c1ccc2[nH]c(-c3ccc(Nc4nc(N5CCOCC5)nc5[nH]ncc45)cc3)nc2c1 do in these assays?
NCI-H23: 85.9; NCI/ADR-RES: 94.4; NCI-H322M: 86.3; HCT-15: 78.2; NCI-H522: 66.4; NCI-H460: 93.2; HCT-116: 96.1; COLO 205: 98.9; NCI-H226: 100.3

What do the screens show for `O=C1c2ccccc2C(=O)C1(Br)Br`?
NCI-H23: 94.1; NCI/ADR-RES: 97.8; NCI-H322M: 121.6; HCT-15: 96.0; NCI-H522: 71.4; NCI-H460: 107.3; HCT-116: 90.0; COLO 205: 79.8; NCI-H226: 89.9

What do the screens show for `COc1cc(-n2nc(C(=O)Nc3ccc(C(=O)NO)cc3)nc2-c2ccccc2)cc(OC)c1OC`?
NCI-H23: 102.2; NCI/ADR-RES: 112.2; NCI-H322M: 91.4; HCT-15: 101.1; NCI-H522: 80.4; NCI-H460: 109.3; HCT-116: 92.1; COLO 205: 104.3; NCI-H226: 102.5

What do the screens show for `O=C1C(O)=CC(=C(c2ccccc2)c2ccccc2)c2ccccc21`?
NCI-H23: 86.0; NCI/ADR-RES: 99.7; NCI-H322M: 102.4; HCT-15: 74.0; NCI-H522: 67.2; NCI-H460: 83.4; HCT-116: 82.2; COLO 205: 107.3; NCI-H226: 99.4

What do the screens show for `CC1=C(/C=C/C(C)=C/C=C/C(C)=C/C=C2/C(=O)/C(=C/C=C(C)/C=C/C=C(C)/C=C/C3=C(C)CCCC3(C)C)[C@@H]3CC[C@@H]2N3C)C(C)(C)CCC1`?
NCI-H23: 97.9; NCI/ADR-RES: 98.8; NCI-H322M: 99.6; HCT-15: 106.2; NCI-H522: 82.4; NCI-H460: 97.0; HCT-116: 89.2; COLO 205: 91.4; NCI-H226: 93.8

What do the screens show for `O=C(O)c1cn(C2CC2)c2cc(N3CCN(C(=O)CCCN4C(=O)S/C(=C/c5ccccc5)C4=O)CC3)c(F)cc2c1=O`?
NCI-H23: 89.8; NCI/ADR-RES: 95.6; NCI-H322M: 90.6; HCT-15: 96.5; NCI-H522: 72.6; NCI-H460: 96.3; HCT-116: 80.7; COLO 205: 113.8

How did Fc1ccccc1Cn1cc(CSc2nc3ccccc3s2)nn1 do in these assays?
NCI-H23: 97.2; NCI/ADR-RES: 102.8; NCI-H322M: 99.2; HCT-15: 93.6; NCI-H522: 83.9; NCI-H460: 116.1; HCT-116: 94.4; COLO 205: 103.5

How did Nc1c(S(=O)(=O)O)cc(S(=O)(=O)O)c2cccc(O)c12 do in these assays?
NCI-H23: 107.7; NCI/ADR-RES: 103.0; NCI-H322M: 114.5; HCT-15: 107.9; NCI-H522: 123.1; NCI-H460: 101.4; HCT-116: 107.4; COLO 205: 105.6; NCI-H226: 98.3

How did Cc1c(O)c(=O)ccn1-c1ccc(N(C)C)cc1 do in these assays?
NCI-H23: 93.0; NCI/ADR-RES: 29.3; NCI-H322M: 65.4; HCT-15: 29.6; NCI-H522: 82.6; NCI-H460: 58.0; HCT-116: 86.8; COLO 205: 94.9; NCI-H226: 81.3

How did COc1ccc(C(=O)/C=C/c2cc(C(=O)c3cc(OC)c(OC)c(OC)c3)ccc2OC)cc1 do in these assays?
NCI-H23: 72.9; NCI/ADR-RES: 26.5; NCI-H322M: 91.5; HCT-15: 29.2; NCI-H522: -0.1*; NCI-H460: 88.6; HCT-116: 19.8; COLO 205: 75.9; NCI-H226: 90.7

How did C[N+](C)(C)CCOC(=O)C1CCC[N+](C)(Cc2ccccc2Cl)C1 (stereo not given) do in these assays?
NCI-H23: 99.8; NCI/ADR-RES: 103.3; NCI-H322M: 93.9; HCT-15: 108.6; NCI-H522: 101.9; NCI-H460: 97.8; HCT-116: 95.6; COLO 205: 129.8; NCI-H226: 92.2

What do the screens show for `C[C@H]1C=C(C[C@H](O)CCCCCCCCCC[C@@H](O)[C@H]2CCC(=O)O2)C(=O)O1`?
NCI-H23: 77.7; NCI/ADR-RES: 96.7; NCI-H322M: 93.0; HCT-15: 104.6; NCI-H522: 72.0; NCI-H460: 114.8; HCT-116: 86.4; COLO 205: 100.0; NCI-H226: 81.1

Results for O=C1NN(C(=O)c2ccccc2)C(c2ccc(Cl)c(Cl)c2)=C/C1=C\c1ccc([N+](=O)[O-])cc1 ?
NCI-H23: 85.3; NCI/ADR-RES: 92.6; NCI-H322M: 98.0; HCT-15: 71.8; NCI-H522: 63.8; NCI-H460: 83.0; HCT-116: 90.7; COLO 205: 27.9; NCI-H226: 88.7

How did CNC(=O)c1cc(-n2ccc3cc(NS(=O)(=O)c4cc(C(F)(F)F)cc(C(F)(F)F)c4)ccc32)ccn1 do in these assays?
NCI-H23: 108.2; NCI/ADR-RES: 106.2; NCI-H322M: 97.6; HCT-15: 96.1; NCI-H522: 88.7; NCI-H460: 100.1; HCT-116: 90.9; COLO 205: 115.0; NCI-H226: 98.1

Rows are unselected, and some 13% of all compounds hit somewhere here.
